MmCpn inh: Inhibitors of TCP-1 ring complex (TRiC) of Methanococcus maripaludis (MmCpn): qHTS; Chaperonin Mm-Cpn (Methanococcus maripaludis); purified Mm-Cpn ATPase, ADP Transcreener TR-FRET; Potency, µM (titrated, usually from 76.9 µM), inactives show top-dose activity, negative = inhibition, actives largely listed as inhibitors; 0.031% of 330,000 active; AID 504842, 2011; note: potency is the fitted concentration of half-maximal effect; % is set by controls: 0 for no effect and ±100 for the full control effect; nearly all actives have a fitted effect of over 80% in size
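Measured: ADP formation by purified Mm-CPN. Conditions: 25 nM protein, 10 uM ATP, Tris pH 7.4 with Mg2+, K+ and DTT, 37°C for 30 min. Detection: Transcreener HTRF after 30 min at room temperature.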
DRD3 antagonist: qHTS of D3 Dopamine Receptor Antagonist: qHTS; D(3) dopamine receptor (Homo sapiens), P35462; D3R cells, DiscoveRx beta-arrestin luminescence, antagonist mode; stronger effect = lower value; max response, negative = inhibition, %; 2.5% of 360,000 active; in the data active = max response below about -50%; inconclusive = no clear call, values can overlap the other calls; note: % is set by controls: 0 for no effect and ±100 for the full control effect; mostly tested at two doses, the higher about 12 µM
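Cells plated overnight at 1500 cells/well, then exposed to library compounds with dopamine controls for 90 minutes at 37 degrees C. DiscoveRx reagent added for 30–60 minutes at room temperature; luminescence read, quantitative HTS format.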
PTHR1 agonist: qHTS for PTHR1 Agonists: Primary Screen; Parathyroid hormone/parathyroid hormone-related peptide receptor (Homo sapiens), Q03431; HEK293 GP2 PTHR1 cells, GloSensor cAMP luminescence, 1 h; Potency, µM (titrated, usually from 115 µM), inactives show at the top dose activation, most hits filed as activators; AID 743266, 2014; 0.075% of 410,000 active; note: potency is the fitted concentration of half-maximal effect; nearly all actives have a fitted effect of over 55% in size; some results filed as inactive show a strong effect at the top dose; inactives centre near -15; many of its hits are not listed in these tables
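HEK-293-derived GP2 cells expressing PTHR1 and a GloSensor cAMP reporter, 3,000/well, plated overnight, given luciferin plus IBMX (each 0.5 mM as added) for 1 h at 37 °C, then compound for 1 h at 37 °C. Luminescence was read after 15 min at room temperature.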
Akt phos inh: HTS Assay for Inhibitors of Akt Phophorylation: Primary Screen; Neuro2A IGF-stimulated pAkt S473 HTRF, 20 min; stronger effect = lower value; activity change, % for hits at 50 µM; 0.32% of 360,000 active; AID 651550, 2012; in the data active = activity change below about -80%; inconclusive = mostly about -51% to -80%; note: % is set by controls: 0 for no effect and ±100 for the full control effect
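Neuro2A cells (4,500/well, DMEM with 0.5% FBS) were treated with compound at a single 50 µM final concentration, stimulated with 6 nM IGF for 20 min at 37 °C, and lysed. Phospho-Akt Ser473 was read by HTRF as 665/615 ratio ×10^4.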
DRD3 agonist: qHTS of D3 Dopamine Receptor Agonist: qHTS; max activation, %; 0.58% of 410,000 active; D(3) dopamine receptor (Homo sapiens), P35462; AID 652048, 2013; D3R DiscoveRx beta-arrestin cells, luminescence, 90 min; in the data active = max activation above about 30%; note: 0% is about no effect; mostly tested at two doses, the higher about 12 µM
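Cells at 1500/well, incubated overnight, then treated with pinned compounds (dopamine as control) for 90 min at 37 degrees C. DiscoveRx reagent added for 30 - 60 minutes at room temperature; luminescence read.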
CCT modulator: High-Throughput Screening for Modulators of Cytosolic Chaperonin Activity; purified chaperonin ATPase assay, HTRF ADP detection, 30 min; activity change, % (test concentration not listed), hits read low; 0.3% of 360,000 active; AID 651819, 2012; in the data active = activity change below about -30%; note: % is set by controls: 0 for no effect and ±100 for the full control effect
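ATPase activity: ADP formed was measured by HTRF Transcreener (665/615 nm ratio) after 30 min at 37 deg C with 10 uM ATP. Compounds screened at one 76 uM concentration against 40 or 20 nM TRiC in Tris pH 7.4/KCl/MgCl2/DTT buffer.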
EPAC2 agonist: qHTS for Agonist of cAMP-regulated guanine nucleotide exchange factor 4 (EPAC2): primary screen | Rap guanine nucleotide exchange factor 4 (Homo sapiens), Q8WZA2 | EPAC2 activation, biochemical qHTS; response scale: 100% = 6.5 mM cAMP response | Potency, µM (doses to about 154 µM), inactives show at the top dose activation, actives largely listed as activators | 0.079% of 360,000 active | AID 720711, 2013; note: potency is the fitted concentration of half-maximal effect; nearly all actives have a fitted effect of over 50% in size
Target sequence (Q8WZA2 whole entry, looked up): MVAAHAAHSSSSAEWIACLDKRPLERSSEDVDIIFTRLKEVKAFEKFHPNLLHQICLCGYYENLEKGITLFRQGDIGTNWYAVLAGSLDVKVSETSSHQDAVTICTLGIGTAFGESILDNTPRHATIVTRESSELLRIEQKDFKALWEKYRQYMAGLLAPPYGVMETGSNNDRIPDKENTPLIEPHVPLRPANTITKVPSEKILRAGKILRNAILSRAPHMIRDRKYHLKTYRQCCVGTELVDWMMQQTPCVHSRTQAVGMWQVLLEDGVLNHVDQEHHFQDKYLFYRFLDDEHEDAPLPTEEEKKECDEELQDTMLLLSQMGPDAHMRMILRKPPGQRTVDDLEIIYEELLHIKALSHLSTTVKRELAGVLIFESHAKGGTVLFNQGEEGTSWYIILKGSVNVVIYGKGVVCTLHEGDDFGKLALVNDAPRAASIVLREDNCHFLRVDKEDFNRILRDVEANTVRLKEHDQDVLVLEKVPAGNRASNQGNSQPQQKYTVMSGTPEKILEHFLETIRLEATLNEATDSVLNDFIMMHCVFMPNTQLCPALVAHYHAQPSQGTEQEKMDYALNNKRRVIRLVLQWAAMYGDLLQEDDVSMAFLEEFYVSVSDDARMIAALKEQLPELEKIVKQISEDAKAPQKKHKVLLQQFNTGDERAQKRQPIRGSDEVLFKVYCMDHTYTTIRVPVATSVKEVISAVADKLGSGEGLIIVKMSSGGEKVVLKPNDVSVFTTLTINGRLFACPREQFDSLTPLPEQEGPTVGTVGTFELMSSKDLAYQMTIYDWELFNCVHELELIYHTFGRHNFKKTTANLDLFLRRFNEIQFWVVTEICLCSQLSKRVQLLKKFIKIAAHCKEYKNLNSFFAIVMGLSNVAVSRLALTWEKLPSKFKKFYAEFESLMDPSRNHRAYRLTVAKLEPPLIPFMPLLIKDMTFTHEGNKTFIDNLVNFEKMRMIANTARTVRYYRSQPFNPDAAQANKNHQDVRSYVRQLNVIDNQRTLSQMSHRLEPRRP
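Setup: EPAC2 100 nM, labeled Rap1B complex 250 nM, free GDP 50 uM. Compound titrations pinned in, brief spin, 5 min room temperature incubation. Kinetic fluorescence read over 30 min, normalized to 6.5 mM cAMP.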
EPAC2 antagonist: qHTS for Antagonist of cAMP-regulated guanine nucleotide exchange factor 2 (EPAC2): primary screen; EPAC2 GEF exchange of Rap1B-BODIPY-GDP, fluorescence; AID 720708, 2013; Rap guanine nucleotide exchange factor 4 (Homo sapiens), Q8WZA2; Potency, µM (doses to about 114 µM), inactives show at the top dose activity, negative = inhibition, most hits filed as inhibitors; 0.18% of 360,000 active; note: potency is the fitted concentration of half-maximal effect; % is set by controls: 0 for no effect and ±100 for the full control effect; nearly all actives have a fitted effect of over 45% in size; many of its hits are not listed in these tables
* = called active by the depositor; i = inactive; ? = inconclusive; · = no result given; [ ] = another dose, or the depositor's remark. Unless noted, calls come from the whole dose curve; as a rule, active = well fitted curve in the direction sought with a large enough effect; inconclusive = small, poorly fitted or top-dose-only effect, or another doubt; inactive = no such curve, though single readings can be large; an effect the other way counts as inactive or inconclusive. This is a subset; rates above refer to the full screens.

SMILES	MmCpn inh	DRD3 antagonist	PTHR1 agonist	Akt phos inh	DRD3 agonist	CCT modulator	EPAC2 agonist	EPAC2 antagonist
Cc1ccc(-c2ccc(CCC(=O)O)o2)cc1	1%	-19	i	i	-14	-0.8	12%	-11%
COc1ccc(-n2nnnc2SCC(=O)Nc2nnc(C)s2)cc1OC	-4%	2	i	i	0	-1.4	7%	5%
COc1ccc(-c2noc(=O)n2Cc2ccccc2Cl)cc1	-9%	4	-5%	i	7	-3.6	16%	-22%
CCC(C)(c1ccc(C=O)s1)c1ccc(C=O)s1	1%	-6	i	i	-10	-0.7	6%	13%
CC(=O)Nc1ccccc1/C=C/c1ccc2c(C)cc(C)c(O)c2n1	-1%	-7	i	i	-3	1.3	-10%	9%
Cc1c(NC(=S)NC(=O)c2ccccc2Cl)c(=O)n(-c2ccccc2)n1C	0%	21	-33%[inhibitor]	i	0	-1.7	-1%	17%
CCCSc1nsc(SCCC)c1C#N	-7%	-6	i	i	1	1.6	12%	-11%
CCN1C(=O)[C@H]2[C@@H](c3ccc(-c4ccc5c(c4)OCO5)cc3)N[C@@](Cc3ccccc3)(C(=O)OC)[C@H]2C1=O	2%	42	14%	i	-18	-1.5	14%	10%
COc1ccc(/C=C/C(=O)OCC(=O)NCCC2=CCCCC2)cc1	2%	3	-20%	i	-9	-1.2	1%	-2%
O=C(COC(=O)c1ccc2c(c1)S(=O)(=O)c1ccccc1C2=O)NC1CC1	1%	4	2%	i	14	-0.8	-4%	-5%
Cc1ccccc1NC(=O)N1CCN(C/C=C/c2ccccc2)CC1	3%	16	-60%[inhibitor]	i	-10	-1.2	4%	1%
CCc1nnc(NC(=O)CSc2nc3ccc(OC)cc3[nH]2)s1	0%	-12	-24%	i	1	-1.9	9%	-3%
COc1ccc(-c2noc(C3CCCN(C(=O)c4ccc(F)cc4)C3)n2)cc1 (centres undefined)	1%	-1	-36%[inhibitor]	i	4	-2.7	8%	-12%
CC1CCCCC1NC(=O)Cn1nc(-c2ccccc2)ccc1=O (centres undefined)	0%	-5	i	i	6	0.9	-9%	11%
Cc1ccccc1C(=O)NN1CCOCC1	1%	14	-1%	i	1	-2.9	3%	7%
CCOc1ccc(-c2nnc(NC(=O)COc3ccccc3F)o2)cc1	·	0	-9%	i	2	-0.5	-8%	46%[activator]
Cc1ccccc1NNC(N)=S	0%	-5	i	i	-2	-0.5	9%	4%
C=CCc1c(C)nc(SC)nc1Nc1ccc(C)cc1	-1%	-13	i	·	-3	0.2	-9%	-24%
COc1ccccc1N1CCN(C(=O)c2cc3c(C)nc4ccccc4c3o2)CC1	4%	63	-38%[inhibitor]	i	14	-7.9	18%	-11%
Cc1ccc(S(=O)(=O)N2CCC(C(=O)NCC(C)(C)N3CCOCC3)CC2)c(C)c1	-3%	12	-6%	i	-2	2.6	-4%	3%
Cc1cc2ncn(-c3nnnn3-c3ccccc3)c2cc1C	2%	3	-42%[inhibitor]	i	3	-0.8	-3%	5%
COCCCNC(=O)c1ccc(NC(C)=O)cc1	-2%	7	-5%	i	2	-2.4	8%	0%
Cc1ccc(-c2sc(C)nc2CC(=O)O)cc1	0%	19	-4%	i	-1	-3.7	6%	-2%
COc1cccc(NC(=O)c2ccc(S(=O)(=O)N3CCCCC3)cc2)c1	1%	-23	-24%	i	-9	0.9	?	-5%
Cc1ccc(C(=O)NCCNC(=O)COc2ccccc2Cl)cn1	0%	10	-9%	i	-8	-0.9	-2%	4%
(continued)
SMILES	MmCpn inh	DRD3 antagonist	PTHR1 agonist	Akt phos inh	DRD3 agonist	CCT modulator	EPAC2 agonist	EPAC2 antagonist
CC(C)(C)[C@H]1C=C(C(N)=O)O[C@@H](OCCCCO)C1	1%	-17	-2%	i	-3	-0.4	-7%	8%
COc1ccc(-n2c(Cn3nc(C(F)(F)F)cc3C)n[nH]c2=S)cc1	2%	17	i	i	-4	-0.3	2%	5%
O=C(C(=O)N1CCc2ccccc2C1)c1cn(CC(=O)N2CCCCC2)c2ccccc12	-4%	0	i	i	-33	2.3	-5%	-14%
c1cc(-c2nnn(CCOCCn3nnc(-c4ccncc4)n3)n2)ccn1	1%	-9	i	i	3	-2.0	7%	17%
COCCn1nnnc1SCC(=O)NCc1ccc2c(c1)OCO2	1%	-2	i	i	-3	-2.1	11%	-6%
COc1ccc(NC(=O)CSCc2cc(=O)n3c(C)csc3n2)cc1	2%	-2	-40%	i	-16	2.1	0%	-13%
CCOC(=O)C1=C(C)NC(=S)NC1c1cccs1 (centres undefined)	0%	1	i	i	1	-0.4	-7%	-4%
CNC(=O)CC(CC(=O)c1ccccc1)c1ccccc1 (centres undefined)	1%	22	-16%	i	13	0.3	12%	5%
CCOC(=O)c1cc(NC(=O)CSc2nnc(CN3CCOCC3)n2C)ccc1Cl	·	0	i	i	4	0.1	-6%	10%
CCCCC(=O)N1CC(=O)Nc2ccc(F)cc2C1c1ccccc1 (centres undefined)	-1%	-8	i	i	-3	-2.9	-1%	-5%
O=C(O)c1ccccc1C(=O)OCCCCOC(=O)c1ccccc1C(=O)O	2%	-25	i	i	-11	0.1	-5%	7%
Cc1ccc(S(=O)(=O)N2CCN(C(=O)COC(=O)c3ccc(Cl)c(S(N)(=O)=O)c3)CC2)c(C)c1	·	10	-6%	i	1	0.4	-6%	-5%
Cc1ccc(C(=O)Nc2ccccc2N2CCCCC2)cc1[N+](=O)[O-]	?	12	-16%	i	7	-1.1	12%	6%
COc1cccc(CN2CCN(c3ccc(F)cc3)C2=O)c1	2%	-21	-33%[inhibitor]	i	-2	2.2	4%	8%
CCOC1=C2[C@@H](CN(S(=O)(=O)c3ccc(C)cc3)[C@H]2c2ccccc2F)[C@H]2C(=O)NC(=O)[C@H]2C1	·	2	-20%	i	8	0.7	4%	?
Cc1ccc(O)c(NC(=O)c2cc3nc4c(c(C(F)(F)F)n3n2)CCc2ccccc2-4)c1	1%	6	i	i	4	-2.1	-2%	-1%
CS(=O)(=O)n1nc(-c2ccccc2)nc1N	0%	-21	i	i	1	-2.0	2%	14%
CC(C)N(C(=O)CO/N=C/c1cccc([N+](=O)[O-])c1)C(C)C	-4%	-13	29%	i	-7	-0.9	8%	4%
COc1cc(NC(=O)c2cc(-c3cc(F)ccc3OC(C)C)n[nH]2)cc(OC)c1OC	·	59	i	·	4	2.9	8%	-20%
Cc1cccc(-n2c(N)cc(=O)[nH]c2=S)c1C	0%	11	-7%	i	5	0.4	7%	17%
Cc1cc2nc(CCN3CCOCC3)n(S(=O)(=O)c3ccc(C(C)(C)C)cc3)c2cc1C	0%	-17	-1%[57.5 µM]	i	-18	-4.9	-2%	-1%
NC(=O)CC(NC(=O)Cc1ccc(Br)cc1)c1ccc(NCCc2ccc(Cl)cc2)c([N+](=O)[O-])c1 (centres undefined)	-1%	-6	-26%	i	-4	-3.8	-1%	18%
Cc1ccc(C(=O)N/C(=C\c2ccc(-c3cc(Cl)ccc3Cl)o2)C(=O)NCc2cccnc2)cc1	-5%	-12	-9%[57.5 µM]	·	-12	-4.7	-2%[15.6 µM]	-12%
O=C1C=CC(=O)N1N(c1ccccc1)c1ccccc1	1%	?	i	i	-8	-2.0	14%	0%
Nc1nc(SCC(=O)c2ccc([N+](=O)[O-])cc2)n[nH]1	-9%	-16	-6%	i	-10	-1.7	14%	17%
N#Cc1ccc(COC(=O)c2cccnc2Cl)cc1	-1%	11	i	i	1	-1.9	8%	-15%
Cc1cnc(CNC(=O)c2ccc(OC3CCN(C(=O)C4CC4)CC3)cc2)cn1	0%	2	-19%	i	-2	1.7	2%	-3%
O=C(NCc1cccs1)c1ccc(CS(=O)(=O)c2ccc(Cl)cc2)o1	-2%	-11	22%[57.5 µM]	i	0	0.1	9%	-5%
COc1cc2c(cc1OC)-c1cc(NC3CC3)nc(=O)n1CC2	-1%	-19	-8%[57.5 µM]	i	0	-2.8	8%	2%
CCNc1nc(SCC(N)=O)nc2sc3c(c12)CCN(C)C3	-5%	0	i	i	-7	-0.9	14%	-1%

Screens as filed in PubChem.
